# Screening results as filed in PubChem BioAssay.
# PLK1 kinase inh – blocks human PLK1 kinase activity. P53350. recombinant PLK1 kinase, TR-FRET peptide phosphorylation. inhibition, % at 10 µM. 0.53% of 97,000 active. AID 619;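 active = inhibition of 50% or more in the single-concentration screen; inactive = inhibition below 50%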;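 note: 0% = DMSO max control and 100% = H-89 dihydrochloride min control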
# CYP2C9 inhib – blocks human cytochrome P450 2C9 | 20% of 96,000 active | AID 777 | inhibition, % at 5 µM | CYP2C9 Supersomes, luciferin-H conversion, luminescence;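 active = blocking of liver enzyme CYP2C9 beyond about 50% at 5 µM, limit read from the data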; note: values of inactives mirror those of a sister screen read the other way
# LYP inh 2 – LYP (human) phosphatase inhibition | 0.21% of 96,000 active | inhibition, % at 2 µM | recombinant LYP catalytic domain, DiFMUP fluorescence | AID 640;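 active = inhibition at 2 µM at or above a set limit, the screen mean plus 3 SD, cut at about 24% in these data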;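 note: 0% = DMSO with enzyme and 100% = enzyme fully blocked by orthovanadate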
# Target sequence (Q9Y2R2 whole entry, looked up, the tested form may be a part): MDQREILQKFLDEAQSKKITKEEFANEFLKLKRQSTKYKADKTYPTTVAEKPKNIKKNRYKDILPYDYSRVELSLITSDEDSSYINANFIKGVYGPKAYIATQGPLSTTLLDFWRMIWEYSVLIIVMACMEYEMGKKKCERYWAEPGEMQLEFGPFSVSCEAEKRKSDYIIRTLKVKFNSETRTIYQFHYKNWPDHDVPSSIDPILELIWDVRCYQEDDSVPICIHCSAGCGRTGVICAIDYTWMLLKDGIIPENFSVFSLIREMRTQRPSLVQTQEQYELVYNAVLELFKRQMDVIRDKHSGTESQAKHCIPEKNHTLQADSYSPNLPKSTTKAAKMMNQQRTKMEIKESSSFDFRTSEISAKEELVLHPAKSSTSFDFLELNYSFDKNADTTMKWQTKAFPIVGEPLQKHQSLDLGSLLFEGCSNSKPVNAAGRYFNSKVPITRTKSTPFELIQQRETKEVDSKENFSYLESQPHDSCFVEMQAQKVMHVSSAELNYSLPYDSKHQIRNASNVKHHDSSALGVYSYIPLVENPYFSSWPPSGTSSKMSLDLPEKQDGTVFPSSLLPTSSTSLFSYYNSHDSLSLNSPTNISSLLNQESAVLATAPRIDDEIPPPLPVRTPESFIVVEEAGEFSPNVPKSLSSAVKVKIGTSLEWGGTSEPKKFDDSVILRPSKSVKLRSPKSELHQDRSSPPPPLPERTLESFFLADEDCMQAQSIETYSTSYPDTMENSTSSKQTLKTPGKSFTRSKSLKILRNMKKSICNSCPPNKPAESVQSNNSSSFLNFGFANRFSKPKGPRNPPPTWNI
# EphB4 antag – antagonists of human EphB4-ephrin-B2 interaction; P54760; EphB4 LBD / TNYL-RAW-Alexa532 peptide, fluorescence polarization; inhibition, % at 7 µM; 0.15% of 97,000 active; AID 720;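 active = inhibition above the screen-wide mean inhibition plus 3 SD, cut at about 15% in these data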;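 note: 0% = DMSO wells and 100% = excess unlabeled TNYL-RAW peptide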
# Calb biofilm kill – kills Candida albicans biofilms. C. albicans biofilm + clotrimazole, Alamar Blue. inhibition, % at 6 µM. 0.14% of 85,000 active. AID 834;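 active = inhibition above 20%; inactive = inhibition below 20%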;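 note: preformed 24 hr biofilms exposed to compound for 48 hr; 0% = biofilm without compound and 100% = blank killed by clotrimazole plus chlorhexidine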
# PTPN22 act – LYP (human) phosphatase activation; Q9Y2R2; 0.11% of 96,000 active; activation, % at 2 µM; recombinant LYP, DiFMUP fluorescence; 0 = plate median, 100 = signal doubled; AID 697;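 active = activation at 2 µM above a set limit, the mean plus 5 SD, cut at about 37% in these data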
# CYP2C9 activ – CYP2C9 (human) activation. P11712. recombinant CYP2C9, luciferin-H conversion, luminescence; stronger effect = higher value; factor 1 = untreated enzyme, 0 = blocked. activation factor at 5 µM. 1.4% of 96,000 active;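 active = activation factor of 2 or more for CYP2C9 at a 5 µM dose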;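 note: 0 = sulfaphenazole-blocked wells and 1 = vehicle-only wells; values of inactives mirror those of a sister screen read the other way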
# PLK1 PBD inh – Plk1 (human) PBD binding inhibition; P53350; Plk1 PBD phosphopeptide binding, fluorescence polarization; inhibition, %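 (tested at about 20 µM)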; 0.13% of 97,000 active; AID 693; in the data active = inhibition above about 34%, passing the limit was not always enough
# Rev-RRE block – inhibitors of HIV-1 Rev-RRE RNA interaction; P05866; Rev peptide-RRE RNA binding, FRET; inhibition, % at 8 µM; 0.79% of 97,000 active;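 active = inhibition above the screen-wide mean plus 3 SD, cut at about 35% in these data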;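 note: 0% = median DMSO wells and 100% = median Neomycin B control wells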
# Target sequence (P05866 whole entry, looked up): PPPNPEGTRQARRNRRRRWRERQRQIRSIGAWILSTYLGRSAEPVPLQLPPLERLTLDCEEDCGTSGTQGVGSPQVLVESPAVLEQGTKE
#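 assay system = Cy5-tagged RRE RNA duplex with fluorescein-tagged Rev peptide | incubation = 5 + 15 min at 25 °C | also added = labelled Rev peptide | measure = % inhibition of FRET ratio versus controls | benchmarks = DMSO wells as 0% and neomycin B wells as 100% inhibition | measured by = FRET fluorescence readout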
# Starred values were filed as active, the others as inactive; nt = not tested or not shown. Rows were taken by chance; overall some 20% were active at least once.
SMILES,PLK1 kinase inh,CYP2C9 inhib,LYP inh 2,EphB4 antag,Calb biofilm kill,PTPN22 act,CYP2C9 activ,PLK1 PBD inh,Rev-RRE block
COc1cccc(NC(=O)CSc2nnc(-c3ccc(C)cc3)o2)c1,-5,7,-4,0,2,1,0.9,18,7
COc1ccc(OC)c(C(=O)c2ccccc2)c1,-13,nt,3,3,-1,-3,nt,3,6
O=c1c2[nH]c3ccccc3c2ncn1Cc1ccccn1,-4,35,-5,2,-1,3,0.7,-18,7
CCC(C)c1ccc(NC(=O)c2cccs2)cc1 (stereo not drawn),0,36,3,0,2,-3,0.6,-18,2
CC1=CCP(=O)(c2ccccc2)C1 (stereo not drawn),-13,-7,-1,5,7,0,1.1,34,3
O=c1[nH]c2ccc(Br)cc2c(-c2ccccc2)c1CN1CCOCC1,12,22,2,2,7,-2,0.8,31,12
CC(=O)N(C)c1ccc(NC(=O)c2cnn(C)c2)cc1,-6,9,-3,1,11,2,0.9,1,5
COc1cccc(C2=CC(c3cccc(OC)c3OC(F)F)n3nnnc3N2)c1 (stereo not drawn),2,-7,3,-3,nt,2,1.1,16,10
Cc1ccc(S(=O)(=O)N(C)CC(=O)Nc2ccccc2)cc1,-14,-27,-8,1,4,11,1.3,14,-2
COc1ccc(OC)c(NC(=O)C(Sc2ccccc2)c2ccccc2)c1 (stereo not drawn),-5,7,0,-11,nt,6,0.9,13,9
CCn1c(C(C)NC(=O)Cc2ccccc2)nc2ccccc21 (stereo not drawn),1,-9,4,1,8,-6,1.1,-10,5
Cc1nn(C(C)CC(=O)O)c(C)c1Br (stereo not drawn),-8,-1,7,0,-1,-11,1,-2,3
CCOC(=O)c1c(C)n(C)c2cc(OCCN(CC)CC)ccc12,-6,22,-6,5,9,4,0.8,15,5
CCN(CC)CCNC1=NCCn2c1cc1cc(OC)ccc12,-5,-1,1,-4,5,1,1,-7,-4
OC(COc1ccc(Cl)cc1)CN1C2=NCCCN2c2ccccc21 (stereo not drawn),-2,-2,7,4,6,-9,1,-16,-3
Cc1ccc(S(=O)(=O)N2CCOCC2)cc1C(=O)OCC(=O)N1CCc2ccccc2C1,-16,78*,-4,-3,6,1,0.2,-10,3
CCS(=O)(=O)c1nc2ccccc2n1Cc1ccccc1Cl,-17,62*,2,-3,1,-4,0.4,5,5
O=C(NC(=S)Nc1cccc2cccnc12)c1ccccc1,-4,-44,7,1,nt,-4,1.4,-4,3
O=C(NC1CCCCC1)C1CCN(c2nnnn2-c2ccccc2)CC1,-9,35,1,-7,7,-1,0.7,-8,6
CCn1c(-c2cc3c(C(F)(F)F)nn(C)c3s2)n[nH]c1=S,7,22,6,2,nt,-3,0.8,-38,7
CCN(C(=O)CN1CCN(c2ccc(O)cc2)CC1)c1c(N)n(Cc2ccccc2)c(=O)[nH]c1=O,-5,-2,-1,-12,0,-2,1,-13,3
COc1ccccc1NC(=S)NCCc1c[nH]c2ccccc12,-5,-135,5,-7,nt,-3,2.4*,11,2
Cc1cc(NC(=O)c2c([N+](=O)[O-])c(C)nn2C)no1,6,2,15,2,nt,-13,1,-34,0
CC(=O)N1CCc2cc(C(=O)CN3CCN(C(=O)c4ccco4)CC3)ccc21,70*,43,nt,1,4,nt,0.6,-9,5
Cc1ccc2nc(Cl)c(CN(C(=O)c3cnccn3)C3CCCCC3)cc2c1,-3,30,4,-1,nt,-3,0.7,11,10
COC(=O)C(O)(CC(=O)Nc1ccc(Cl)cc1F)C(F)(F)F (stereo not drawn),-9,30,-17,-1,5,16,0.7,-13,7
CC(C)Sc1cc(N2CCCC2)nc(-c2ccc(F)cc2)n1,-12,-2,1,0,nt,1,1,18,25
CC(C)C(NC(=O)c1ccco1)C(=O)NCC(c1ccco1)N(C)C (stereo not drawn),-6,6,-9,1,nt,8,0.9,8,8
Cc1cccc(NC(=O)Cc2coc3ccc4ccccc4c23)n1,1,-127,4,10,0,-1,2.3*,-4,9
O=C1CC(Nc2ccc(N3CCOCC3)cc2)C(=O)N1CCc1ccccc1 (stereo not drawn),-14,23,-20,2,nt,17,0.8,-46,0
O=S(=O)(Nc1cccnc1)c1cccc(C(F)(F)F)c1,17,-21,8,-3,6,-9,1.2,-17,5
Cc1ccc2cc(CN(CCCO)S(=O)(=O)c3cccc4nsnc34)c(=O)[nH]c2c1C,-6,100*,-10,-11,10,8,0,-2,4
S=C(NCc1cccs1)Nc1cccc(Cl)c1,-5,6,-7,-4,nt,14,0.9,-2,-1
Cc1nn(C)c(C)c1CN(C)S(=O)(=O)c1ccc2ccccc2c1,-10,nt,3,4,-2,-4,nt,3,5
O=C(NNC(=O)c1ccccc1)C(=O)N1CCCCC1,-15,-9,-3,5,nt,6,1.1,-18,10
CCN(CC)C(=O)COc1cc(C)c(Cl)c(C)c1,-12,nt,-5,-7,5,5,nt,-2,4
CCOC(=O)Cn1c(=O)oc2cc(S(=O)(=O)N3CCn4c3nc3ccccc34)ccc21,-10,-18,2,-3,9,-4,1.2,2,0
CC(=O)c1ccc(OCC(O)Cn2nnc3ccccc32)cc1 (stereo not drawn),-7,72*,-2,0,nt,-1,0.3,-24,3
CCCCN(CC)c1nc(-c2ccncc2)nc2ccccc12,9,94*,15,-8,8,-13,0.1,-13,17
COc1ccccc1N(CC(N)=O)S(=O)(=O)c1ccc(C)cc1,-9,44,-18,-3,5,15,0.6,-18,2

# 17 entries from above in a different format:
compound	PLK1 kinase inh	CYP2C9 inhib	LYP inh 2	EphB4 antag	Calb biofilm kill	PTPN22 act	CYP2C9 activ	PLK1 PBD inh	Rev-RRE block
CC(=O)N1CCc2cc(C(=O)CN3CCN(C(=O)c4ccco4)CC3)ccc21	70*	43	nt	1	4	nt	0.6	-9	5
Cc1ccc2nc(Cl)c(CN(C(=O)c3cnccn3)C3CCCCC3)cc2c1	-3	30	4	-1	nt	-3	0.7	11	10
COC(=O)C(O)(CC(=O)Nc1ccc(Cl)cc1F)C(F)(F)F (stereo not drawn)	-9	30	-17	-1	5	16	0.7	-13	7
CC(C)Sc1cc(N2CCCC2)nc(-c2ccc(F)cc2)n1	-12	-2	1	0	nt	1	1	18	25
CC(C)C(NC(=O)c1ccco1)C(=O)NCC(c1ccco1)N(C)C (stereo not drawn)	-6	6	-9	1	nt	8	0.9	8	8
Cc1cccc(NC(=O)Cc2coc3ccc4ccccc4c23)n1	1	-127	4	10	0	-1	2.3*	-4	9
O=C1CC(Nc2ccc(N3CCOCC3)cc2)C(=O)N1CCc1ccccc1 (stereo not drawn)	-14	23	-20	2	nt	17	0.8	-46	0
O=S(=O)(Nc1cccnc1)c1cccc(C(F)(F)F)c1	17	-21	8	-3	6	-9	1.2	-17	5
Cc1ccc2cc(CN(CCCO)S(=O)(=O)c3cccc4nsnc34)c(=O)[nH]c2c1C	-6	100*	-10	-11	10	8	0	-2	4
S=C(NCc1cccs1)Nc1cccc(Cl)c1	-5	6	-7	-4	nt	14	0.9	-2	-1
Cc1nn(C)c(C)c1CN(C)S(=O)(=O)c1ccc2ccccc2c1	-10	nt	3	4	-2	-4	nt	3	5
O=C(NNC(=O)c1ccccc1)C(=O)N1CCCCC1	-15	-9	-3	5	nt	6	1.1	-18	10
CCN(CC)C(=O)COc1cc(C)c(Cl)c(C)c1	-12	nt	-5	-7	5	5	nt	-2	4
CCOC(=O)Cn1c(=O)oc2cc(S(=O)(=O)N3CCn4c3nc3ccccc34)ccc21	-10	-18	2	-3	9	-4	1.2	2	0
CC(=O)c1ccc(OCC(O)Cn2nnc3ccccc32)cc1 (stereo not drawn)	-7	72*	-2	0	nt	-1	0.3	-24	3
CCCCN(CC)c1nc(-c2ccncc2)nc2ccccc12	9	94*	15	-8	8	-13	0.1	-13	17
COc1ccccc1N(CC(N)=O)S(=O)(=O)c1ccc(C)cc1	-9	44	-18	-3	5	15	0.6	-18	2

# Next part
SMILES,PLK1 kinase inh,CYP2C9 inhib,LYP inh 2,EphB4 antag,Calb biofilm kill,PTPN22 act,CYP2C9 activ,PLK1 PBD inh,Rev-RRE block
Cc1cc(C)n(-c2ccc(C(=O)Nc3nnc(C)s3)cc2)n1,-10,5,-5,-6,6,7,1,7,0
COc1ccc(OC)c(S(=O)(=O)N2c3ccccc3CC2C)c1 (stereo not drawn),-16,79*,-7,0,4,3,0.2,9,5
Cc1c(C(=O)NCc2cccs2)oc2ccc(Br)cc12,-2,29,6,4,nt,-7,0.7,-3,11
Cc1ccc(N(CC(=O)Nc2ccc(-c3nc4ccc(C)cc4s3)cc2)S(C)(=O)=O)cc1,-16,7,6,-7,nt,0,0.9,6,7
O=C1c2ccccc2C(=O)N1CN(C(=O)COc1ccccc1)c1ccccc1,-4,30,-1,-6,nt,3,0.7,6,5
CCCCNc1cc(NC(C)=O)cc2cc(OC)c(OC)cc12,-13,42,4,3,9,-6,0.6,-30,12
COc1ccc(CC(=O)N2CCN(c3ccccn3)CC2)cc1OC,-12,7,2,1,-4,1,0.9,0,6
CCCn1nc(CC(=O)O)c2ccccc2c1=O,-6,-5,-6,-3,-2,5,1.1,1,6
Cc1cccc(N2CCCC2=Nc2ccc(Br)cc2C#N)c1,0,6,-2,0,nt,4,0.9,24,1
Cc1noc(C)c1COC(=O)c1ccc2c(c1)OCCO2,-5,nt,8,1,6,-11,nt,-15,5
COc1cc(/C=N\NC(=O)Cn2nnc3ccccc32)cc(OC)c1OC,-6,44,-2,-2,nt,7,0.6,4,-1
Cn1nc(-c2ccc(Cl)cc2)c2cc(C(=O)N3CCOCC3)sc21,1,17,-4,1,1,1,0.8,-31,7
Cc1cc(C)n2cc(CSc3nnnn3C)nc2n1,-1,-22,-5,5,11,9,1.2,-7,10
COc1ccc(C2c3ccc4ccccc4c3Oc3ncn(CCN4CCOCC4)c(=N)c32)cc1 (stereo not drawn),-4,42,10,10,8,-10,0.6,-21,3
Fc1ccc(Br)cc1C1C=C(c2cccnc2)Nc2ncnn21 (stereo not drawn),88*,54*,nt,6,6,nt,0.5,-8,22
CC/C(=N\NS(C)(=O)=O)c1ccccc1,3,-20,1,1,6,0,1.2,-16,3
Cc1cc(NC(=O)c2nn(C)c(C)c2[N+](=O)[O-])no1,2,-2,0,-5,nt,2,1,6,5
CCCn1c(NCc2c[nH]c3ccccc23)nc2ccccc21,-2,32,-1,-3,-1,-3,0.7,-7,-4
CCN(CC)c1ccc2cc(C(=O)O)c(=O)oc2c1,-35,-8,11,4,3,-13,1.1,10,11
O=S(=O)(c1ccc(S(=O)(=O)N2CCN3CCCC3C2)cc1)N1CCCC1 (stereo not drawn),-14,-8,7,-4,9,-5,1.1,0,-2
